LDHA inh: LDHA (human) enzyme inhibition; P00338; purified LDHA, NADH/diaphorase-resazurin fluorescence; active compounds read low; activity change, % (values are at about 110 or 230 µM); actives 0.15% (n = 480,000); AID 1347041; in the data active = activity change below about -30%; inconclusive = mostly about -25% to -30%;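 also: plate controls were DMSO wells for no effect and wells without enzyme for full effect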
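LDH5 2 nM; NADH 0.06 mM, pyruvate 0.2 mM; 200 mM Tris pH 7.4, EDTA, Tween-20; 5 min RT. Detection: diaphorase 0.133 mg/mL + resazurin 37 µM, fluorescence ex540/em590 at 0 and 20 min; normalized to enzyme-free and DMSO wells.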
Vif-APOBEC3F blk: Vif-A3F binding inhibition | HeLa A3F-eYFP + Vif (tagged APOBEC3F with the HIV-1 protein that degrades it), YFP fluorescence increase | Potency, µM (highest dose often 46.1 µM), without a hit: top-dose activity, negative = active | actives 0.2% (n = 390,000) | AID 602313; also: potency is read from the fitted curve at half-maximal effect; % of control where 0% means no effect; nearly all actives have a fitted effect of over 65% in size
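HeLa cells stably expressing A3F-eYFP plus Vif, plated and incubated overnight at 37 deg C, then exposed to compounds overnight at 37 deg C. Blocked degradation read as raised yellow fluorescence (Ex 488/Em 500-530).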
ALOX12 inh: blocks human arachidonate 12S-lipoxygenase; purified 12hLO, xylenol orange hydroperoxide absorbance; AID 1671190; Potency, µM (highest dose often 108 µM), without a hit: at the highest dose activity change, negative = inhibition, actives largely listed as inhibitors; actives 1.1% (n = 580,000); P18054; also: potency is read from the fitted curve at half-maximal effect; % is scaled to controls: 0 for no effect and ±100 for the full control effect
Target sequence (P18054 whole entry, looked up): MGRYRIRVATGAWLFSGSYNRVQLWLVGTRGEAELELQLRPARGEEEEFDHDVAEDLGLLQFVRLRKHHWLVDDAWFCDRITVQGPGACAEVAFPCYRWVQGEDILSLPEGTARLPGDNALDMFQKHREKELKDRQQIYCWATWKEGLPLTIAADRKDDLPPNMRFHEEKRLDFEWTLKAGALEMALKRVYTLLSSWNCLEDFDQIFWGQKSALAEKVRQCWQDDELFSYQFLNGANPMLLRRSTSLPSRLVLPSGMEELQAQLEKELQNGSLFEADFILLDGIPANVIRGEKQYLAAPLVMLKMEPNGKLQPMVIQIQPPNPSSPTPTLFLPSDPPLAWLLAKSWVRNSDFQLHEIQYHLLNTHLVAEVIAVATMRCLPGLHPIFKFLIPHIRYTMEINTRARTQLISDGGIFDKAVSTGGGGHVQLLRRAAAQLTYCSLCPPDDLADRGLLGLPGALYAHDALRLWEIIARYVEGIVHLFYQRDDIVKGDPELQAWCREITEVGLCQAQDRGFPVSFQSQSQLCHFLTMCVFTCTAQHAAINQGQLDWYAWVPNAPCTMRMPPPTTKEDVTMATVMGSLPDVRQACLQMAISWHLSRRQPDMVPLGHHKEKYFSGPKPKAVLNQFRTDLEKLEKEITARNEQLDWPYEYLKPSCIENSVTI
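Purified human 12hLO at 150 nM in 25 mM Hepes, 0.01% Triton X-100, pH 7.0, preincubated 15 min at room temperature with compound. Reaction started with 40 uM arachidonic acid, 30 min at room temperature. Hydroperoxide measured by Fe-xylenol orange, 573/405 nm absorbance ratio.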
D2 antag: antagonists of human D2 dopamine receptor | P14416 | inhibition, % at 10 µM | actives 2% (n = 340,000) | HEK293 TREx D2 cells, calcium flux, dopamine EC80; in the data active = inhibition above about 30%; also: 0% is about no effect
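Calcium mobilization kinetics were recorded at 1 s intervals in tetracycline-induced HEK293 T-REx D2 cells, first for 180 s after compound addition and then 180 s after EC80 dopamine.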
Glioma ERSR ind: ER stress response induction in glioma. AID 602332. actives 0.02% (n = 420,000). U87-MG GRP78 promoter luciferase reporter, 16 h. Potency, µM, inactives show at the top dose activation, actives largely listed as activators; also: potency is read from the fitted curve at half-maximal effect; series mostly up to about 76 µM; % of control where 0% means no effect; nearly all actives have a fitted effect of over 35% in size
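ERSR induction read as luciferase luminescence (Bright-Glo, 10 min at room temperature) in stably transfected human U87-MG glioma cells exposed to compounds for 16 h, using GRP78 as sensor.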
RGS4 inh: blocks human RGS4-accelerated GTP hydrolysis. AID 504845. P49798. actives 0.039% (n = 390,000). Potency, µM (series often up to 114 µM), inactives show at the top dose activity change, negative = inhibition, actives largely listed as inhibitors. Transcreener GDP fluorescence polarization, RGS4-accelerated GTP hydrolysis; also: potency is read from the fitted curve at half-maximal effect; % is scaled to controls: 0 for no effect and ±100 for the full control effect; nearly all actives have a fitted effect of over 75% in size; some results filed as inactive show a strong effect at the top dose
Target sequence (P49798 whole entry, looked up): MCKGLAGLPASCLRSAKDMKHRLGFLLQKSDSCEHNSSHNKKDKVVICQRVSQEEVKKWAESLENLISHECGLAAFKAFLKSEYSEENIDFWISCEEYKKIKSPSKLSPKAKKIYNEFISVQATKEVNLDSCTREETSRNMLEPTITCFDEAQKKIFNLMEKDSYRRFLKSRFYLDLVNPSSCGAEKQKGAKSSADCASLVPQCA
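MLSMR compounds (23 nl, pin-transferred) preincubated 10 min at room temperature with a 500nM (2x) first reagent, then RGS4 at 900nM (2x) plus Transcreener GDP mix added; fluorescence polarization (620/688 nm) read before and after 90 min at 30 °C.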
ERG-DNA inh: ERG Ets/DNA interaction inhibition; Potency, µM (series often up to 76.9 µM), without a hit: at the top dose FP activity, negative = inhibition, usual class: inhibitors; actives 0.028% (n = 370,000); P11308; fluorescence polarization, His-ERG Ets domain / labelled DNA; active = well fitted inhibition curve with a large enough effect in the polarisation, with a control signal flat; inconclusive = small, poorly fitted or top-dose-only effect, or effect the other way, or a change in a side signal; inactive = no such curve, though single readings can be large or run the other way; the % refers to the polarisation;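 also: polarization taken with two DNA probes labelled with fluorescein and Texas red; potency is read from the fitted curve at half-maximal effect; % of control where 0% means no effect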
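His-tagged ERG Ets domain (1 uM in the protein solution; 300mM KCl, 50mM Tris-HCl, 1mM EDTA, 1mM DTT, pH 7.5) received compound, then a probe mix of 5 nM fluorescein-DNA and 100nM Texas-615-DNA. Fluorescence polarization was read for both dyes.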
D2 agonist: D2 dopamine receptor (human) agonism; P14416; HEK293 T-REx D2 cells, calcium flux agonist mode; activation, % at 2 µM; actives 0.53% (n = 340,000); AID 485358;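 active = activation over 3 SD above normal in the single-dose calcium agonist read, cut at about 30% in these data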; also: 0% is about no effect
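In this primary screen, compounds producing a positive calcium signal within 180 s of addition to tetracycline-induced, force-coupled HEK293 Trex D2 cells are flagged; cells are dye-loaded with a no-wash calcium kit beforehand.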
Vif-A3G inh: inhibitors of Vif-APOBEC3G interaction; actives 0.076% (n = 410,000); HeLa A3G-eYFP + Vif (tagged APOBEC3G with the HIV-1 protein that degrades it), YFP fluorescence, overnight; Q9HC16; Potency, µM (titrated, usually from 46.1 µM), inactives show at the highest dose activity, negative = active, usual class: inhibitors;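 also: potency is read from the fitted curve at half-maximal effect; % is scaled to controls: 0 for no effect and ±100 for the full control effect; nearly all actives have a fitted effect of over 60% in size; hits raise eYFP signal because A3G escapes Vif-driven loss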
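HeLa cells stably expressing Vif and C-terminally eYFP-tagged A3G, seeded overnight at 37 deg C, then exposed to compound by pintool overnight at 37 deg C. Rise in yellow fluorescence (Ex 488/Em 500-530, Acumen) marks blocked Vif-driven A3G degradation.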
Starred values were filed as active, the others as inactive; ? = inconclusive; / = not tested or not shown; [ ] = another dose, or the depositor's remark. Unless noted, calls follow the shape of the dose curve; as a rule, active = well fitted curve in the direction sought with a large enough effect; inconclusive = small, poorly fitted or top-dose-only effect, or another doubt; inactive = no such curve, though single readings can be large; an effect the other way counts as inactive or inconclusive. This is a subset, so the mix of outcomes need not match the whole.

SMILES	LDHA inh	Vif-APOBEC3F blk	ALOX12 inh	D2 antag	Glioma ERSR ind	RGS4 inh	ERG-DNA inh	D2 agonist	Vif-A3G inh
N#C/C(=N\Nc1ccc(F)cc1)C(=O)C1CC1	-7.6	2.5%	0.0%	7.8	7.5%	16.8%	12.0%	0.5	1.4%
O=C(Nc1ccc(Cl)cn1)c1ccc(COc2ccccc2Br)o1	2.6	8.0%	-6.0%	1.9	3.1%	-23.3%	5.7%	0.4	0.5%
Cc1sc2ncn(CC(=O)Nc3ccc(F)cc3F)c(=O)c2c1S(=O)(=O)N1CCC(C)CC1	-5.7	-11.7%	-19.9%	/	-3.0%	-4.7%	-1.6%	0.4	2.0%
CCCCCC(=O)Nc1nc(C)c(-c2csc(Nc3ccccc3OCC)n2)s1	1.1	4.8%	?	3.8	-4.5%	-40.4%	24.6%	0.7	-3.4%
Cc1csc2nc(O)c(C(=O)NC3CCCCC3)c(=O)n12	6.5	-6.6%	?	0.7	0.2%	0.2%	1.5%	-0.5	1.0%
O=C(NCc1cccs1)c1cc(-c2ccccc2)nc2ccccc12	-7.5	3.2%	-2.5%	-7.0	-3.7%	2.9%	8.2%	-2.1	2.3%
COc1cc(/C=C2/SC(=O)NC2=O)ccc1OC(=O)c1ccco1	-3.0	5.2%	21.8%	-1.0	0.4%	-5.3%	?	-1.6	-5.4%
CCN(CC)C(=O)c1sc(N2C(=O)Nc3ccccc3N2O)c(C(=O)OC)c1C	-4.5	2.9%	-11.2%	1.4	-4.1%	17.8%	7.0%	-0.9	3.3%
COc1cccc(NC(=O)c2ccc3c(O)c(S(=O)(=O)c4ccccc4)c(=O)[nH]c3c2)c1	-5.4	1.3%	-17.3%	22.8	-4.2%	-15.9%[11.4 µM]	-12.4%	-0.5	1.6%
O=C(Nc1ccccc1)c1ccc(CSc2ncccn2)cc1	-3.0	-5.8%	0.0%	-7.7	-0.7%	-12.4%	-0.7%	0.1	-5.8%
C[C@@H]1CCCCO[C@@H](CN(C)Cc2ccccc2)[C@@H](C)CN([C@H](C)CO)C(=O)c2cc(N(C)C)ccc2O1	-0.4	-1.5%	-13.4%	/	-6.0%	/	/	/	-1.0%
COc1ccc(S(=O)(=O)Nc2cccc3c2O[C@H](CN(C)C(=O)NC2CCCCC2)[C@@H](C)CN([C@H](C)CO)C3=O)cc1	-13.1	-2.9%	-51.8%	/	0.4%	7.2%	-9.7%	/	-3.1%
O=C(CCNS(=O)(=O)c1ccc(Br)cc1)NCc1ccco1	-9.7	9.7%	-6.2%	/	-3.4%	-9.1%	-9.4%	/	0.5%
O=C(COC(=O)Cn1cnc2ccccc21)Nc1cc2c(cc1Cl)C(=O)c1ccccc1C2=O	0.7	-10.3%	-19.8%	-0.8	1.6%	-29.5%	19.7%	1.5	2.5%
Cc1ccc(S(=O)(=O)N(CC(=O)Nc2c(C)cccc2C)c2cccc(Cl)c2)cc1	-7.9	9.7%	-9.8%	/	-0.3%	3.0%	0.8%	0.7	3.7%
COc1ccccc1N=Nc1c(C)n[nH]c1C	-2.8	1.7%	0.0%	-24.9	2.1%	-6.4%	-9.6%	0.0	0.9%
COc1ccccc1-c1noc2ncnc(Nc3ccccc3C)c12	-21.9	-2.2%	6.1%	6.6	-3.3%	-0.3%	-4.9%	-1.6	0.7%
O=S(=O)(c1ccc(Cl)cc1)c1cnc2ccccc2n1	-1.8	1.5%	-0.4%	17.4	-14.8%	-5.6%	76.2%[activator]	1.1	0.3%
Cc1cccc2cc(C#N)c(N3CCC(O)CC3)nc12	0.0	-0.8%	-15.0%	7.0	-0.4%	-12.8%	0.1%	-0.3	-3.4%
COc1ccc(N(CC(=O)N/N=C/c2ccccc2F)S(=O)(=O)c2ccccc2)cc1	1.0	1.5%	3.5%	-16.2	-2.3%	4.0%	2.1%	-1.5	-10.2%

Random excerpt: two records from the list.
SMILES	LDHA inh	Vif-APOBEC3F blk	ALOX12 inh	D2 antag	Glioma ERSR ind	RGS4 inh	ERG-DNA inh	D2 agonist	Vif-A3G inh
COc1ccc(S(=O)(=O)Nc2cccc3c2O[C@H](CN(C)C(=O)NC2CCCCC2)[C@@H](C)CN([C@H](C)CO)C3=O)cc1	-13.1	-2.9%	-51.8%	/	0.4%	7.2%	-9.7%	/	-3.1%
O=C(CCNS(=O)(=O)c1ccc(Br)cc1)NCc1ccco1	-9.7	9.7%	-6.2%	/	-3.4%	-9.1%	-9.4%	/	0.5%

Copied from the list:
Vif-APOBEC3F blk result of Cc1sc2ncn(CC(=O)Nc3ccc(F)cc3F)c(=O)c2c1S(=O)(=O)N1CCC(C)CC1 is entered as -11.7%
RGS4 inh result of O=C(Nc1ccc(Cl)cn1)c1ccc(COc2ccccc2Br)o1 is entered as -23.3%

Returning to the listing, starting 2 compounds before the break.
SMILES	LDHA inh	Vif-APOBEC3F blk	ALOX12 inh	D2 antag	Glioma ERSR ind	RGS4 inh	ERG-DNA inh	D2 agonist	Vif-A3G inh
Cc1cccc2cc(C#N)c(N3CCC(O)CC3)nc12	0.0	-0.8%	-15.0%	7.0	-0.4%	-12.8%	0.1%	-0.3	-3.4%
COc1ccc(N(CC(=O)N/N=C/c2ccccc2F)S(=O)(=O)c2ccccc2)cc1	1.0	1.5%	3.5%	-16.2	-2.3%	4.0%	2.1%	-1.5	-10.2%
CCOC(=O)C1(Cc2ccccc2)CCCN(Cc2cnn(CC)c2)C1 (centres undefined)	-1.1	-8.5%	-9.9%	-20.8	-1.3%	-4.0%	3.0%	-0.3	-6.0%
CCCc1[nH]c(=O)c(C#N)c2c1CCCC2	-0.6	-0.5%	-24.6%	-5.9	-3.7%	3.6%	2.8%	0.3	1.1%
Cc1nn(C(C)(C)C)c(OC(=O)c2ccco2)c1Sc1ccccc1	1.3	-0.2%	-24.3%	-8.4	-4.0%	-6.9%	-5.3%	-0.1	-4.6%
COC(=O)CSc1nnc2cc(C)c3ccccc3n12	5.2	3.7%	-1.6%	0.8	-0.8%	5.4%	13.8%	0.1	2.8%
O=C(NN1C(=O)C2C3CCC(O3)C2C1=O)c1ccc(Cl)cc1 (centres undefined)	-2.8	7.2%	7.6%	3.2	-3.2%	18.5%	2.1%	0.5	1.3%
CCc1n[nH]c(=S)n1/N=C/c1cc(Br)c(OC)cc1OC	-11.6	-2.4%	-9.3%	9.6	-3.0%	-15.3%	1.9%	0.7	-11.3%
Cn1c(=O)c2c(nc(OC3CCCC3)n2C)n(C)c1=O	-4.6	1.2%	-4.2%	/	-2.6%	-1.2%	/	/	-2.0%
CN(Cc1ccccc1)C1CC(=O)N(c2ccc(C(=O)O)cc2)C1=O (centres undefined)	-4.5	-7.2%	-4.1%	4.8	-3.8%	-6.5%	5.3%	0.3	0.1%
CC1(C)CC(=O)C2=C(C1)N(CCN1CCOCC1)C1=C(C(=O)CC(C)(C)C1)C2c1ccc(Cl)cc1	-4.0	3.0%	-13.2%	-1.7	-0.8%	-11.4%[56.9 µM]	-6.3%	0.3	3.8%
C=CCNC(=O)CN(c1ccc(F)cc1)S(=O)(=O)c1ccc(OC)cc1	-9.2	7.4%	0.0%	4.2	-1.3%	16.6%	-4.6%	0.8	-0.5%
COc1ccccc1NC(=O)c1ccc(NS(C)(=O)=O)cc1	-18.5	4.1%	0.7%	-2.1	-4.0%	28.4%	/	1.0	1.1%
C[C@H]1CN([C@@H](C)CO)S(=O)(=O)c2ccc(C3=CCCC3)cc2O[C@@H]1CN(C)C(=O)C1CCCCC1	-1.2	-1.9%	2.2%	/	-5.1%	/	/	/	-11.3%
Cc1cccc(NS(=O)(=O)c2ccc(-c3ccc(=O)[nH]n3)o2)c1	-5.9	1.6%	0.2%	/	0.8%	-9.6%[56.9 µM]	-8.5%	/	-9.8%
Oc1ccc(Cl)cc1/C=N/c1nc2ccccc2[nH]1	10.7	-11.3%	-9.6%	-0.9	3.8%	-3.7%	4.9%	0.9	-7.7%
CCOc1ccc(N(CC(=O)Nc2ccc(C)c(F)c2)C2=NC3CS(=O)(=O)CC3S2)cc1 (centres undefined)	-9.1	0.7%	-15.9%	8.5	-0.9%	3.5%	0.0%	-0.3	-6.8%
CC(=O)c1cccc(NC(=S)NC(=O)c2cccc(C)c2)c1	-7.2	-4.3%	31.6µM*	4.9	3.7%	-13.5%	0.1%	0.0	0.2%
COc1ccc([C@H]2CC(=O)C=C(c3ccc(O)cc3)C2)cc1OC	0.6	-2.5%	-8.9%	-9.9	/	0.3%	-3.7%	14.0	-12.9%
CCC(C)NC(=S)Nc1ccc(F)cc1 (centres undefined)	-1.5	0.2%	23.6%	13.1	-1.5%	-1.8%	16.6%	-0.1	-0.7%
Cc1ccc(C(=O)OCC(=O)c2ccc(Cl)s2)s1	-4.2	/	157.6%[activator]	-16.5	-3.4%	3.2%	1.3%	0.7	-1.2%
CC(C)(C)NC(=O)CSc1nc2cc(S(=O)(=O)N3CCCCC3)ccc2o1	-12.9	1.9%	-4.5%	/	-0.4%	-10.7%	1.6%	/	-1.1%
CCOC(=O)c1cccc(NC(=O)c2cnc3sc(N4CCOCC4)nn3c2=O)c1	1.6	2.4%	-12.7%	/	-1.2%	-6.7%	1.1%	0.6	-0.1%
Cc1nonc1NC(=O)c1ccc(Cl)c(S(=O)(=O)N2CCCCC2)c1	0.5	7.4%	?	-1.9	-3.0%	-0.7%[11.4 µM]	-12.3%	-0.6	8.6%

Screening results (PubChem)
